NS5 inhibitors: Dengue-2 NS5 methyltransferase inhibitors, primary screen, biochemical, confirmation dose response (AID 588689) | inhibition, % at 25 µM; hits with a dose series show IC50 in µM | Dengue-2 NS5 methyltransferase capping enzyme assay, biochemical; higher % means a stronger effect | hit rate 0.3% among 340,000 | Genome polyprotein (Dengue virus type 2 (strain 16681-PDK53)); in the data active = a potency from the dose series
PhoP inhibition: inhibitors of PhoP regulon expression, primary screen, Salmonella Typhimurium, GFP reporter (AID 1863). inhibition, % at 50 µM, or IC50 in µM where a hit was titrated. S. Typhimurium PhoP-regulated promoter GFP reporter, 4 h; higher % means a stronger effect. hit rate 0.16% among 300,000;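 active = inhibition over 29.93%, a cutoff 3 SD above the screen mean, later confirmed by dose response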;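 note: 0% = low Mg2+ inducing control and 100% = high Mg2+ repressing control; strong numbers were not always called active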
Rac1 GTP hydrolysis: MgcRacGAP GTPase-activating activity inhibitors, confirmation, biochemical, ADP Hunter fluorescence | AID 624330, 2012 | MgcRacGAP-stimulated Rac1 GTP hydrolysis, ADP Hunter fluorescence; higher % means a stronger effect; GST-tagged Rac1 F28L mutant substrate | Rac GTPase-activating protein 1 (Homo sapiens) | hit rate 0.6% among 340,000 | one-dose inhibition, % at 30 µM; IC50 in µM for titrated hits;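 active = first-screen hits whose inhibition reached a set limit at any dose in the follow-up dose series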;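 note: fluorescence reports GDP produced by GAP-driven GTP hydrolysis; strong numbers were not always called active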
UTI89 phage lysis: inhibition of K1F phage lysis, E. coli UTI89, bacterial capsule biogenesis inhibitors, alamar blue (AID 488966) | E. coli UTI89 K1F phage lysis, alamar blue, 2 h; higher % means a stronger effect | one-dose inhibition, % at 100 µM; IC50 in µM for titrated hits | hit rate 0.02% among 340,000;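 active = phage lysis inhibition, versus mean bacterial control, above a set limit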;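 note: capsule biogenesis inhibitors block K1F phage lysis so surviving cells raise fluorescence; higher fluorescence means more inhibition of phage lysis; actives were called in the ten point dose series up to 300 µM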
NTR1 agonist: agonists of NTR1, primary screen, imaging, U2OS cells, beta-arrestin-GFP, high content (AID 493036); Neurotensin receptor type 1 (Homo sapiens), P30989; NTR1-U2OS beta-arrestin-GFP spot imaging, agonist mode; activation, % at 20 µM; hit rate 0.17% among 330,000;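 active = activation at or above 40% of the spot to cytoplasm intensity ratio, with at least 20 cells analyzed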;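 note: 0% = DMSO without peptide and 100% = 100 nM NTR1 peptide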
Target sequence (P30989 whole entry, looked up): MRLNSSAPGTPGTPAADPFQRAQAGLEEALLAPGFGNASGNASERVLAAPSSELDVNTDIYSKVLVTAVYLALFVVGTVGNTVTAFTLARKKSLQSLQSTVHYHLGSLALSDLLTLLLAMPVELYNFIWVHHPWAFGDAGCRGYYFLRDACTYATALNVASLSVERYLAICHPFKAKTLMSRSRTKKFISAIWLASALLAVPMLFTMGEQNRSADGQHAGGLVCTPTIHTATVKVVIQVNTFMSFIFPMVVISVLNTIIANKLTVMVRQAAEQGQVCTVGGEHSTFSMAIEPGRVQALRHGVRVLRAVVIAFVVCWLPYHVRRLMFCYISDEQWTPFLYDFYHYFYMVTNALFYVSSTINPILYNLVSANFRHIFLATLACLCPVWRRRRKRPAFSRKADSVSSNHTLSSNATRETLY
West Nile virus CPE: West Nile virus antiviral activity, cell-based, CPE readout (AID 1621); West Nile virus-infected cells, CPE inhibition; higher % means a stronger effect; one-dose CPE inhibition, % at 10 µM; IC50 in µM for titrated hits; hit rate 0.02% among 290,000; in the data active = a potency from the dose series; note: strong numbers were not always called active
RSV CPE inhibition: RSV antiviral activity via CPE protection, HEp-2 cells, primary 10 µM value included (AID 2391) | one-dose CPE inhibition, % at 10 µM; IC50 in µM for titrated hits | hit rate 0.13% among 310,000 | HEp-2 cells, RSV-induced CPE inhibition; higher % means a stronger effect; in the data active = a potency from the dose series; note: strong numbers were not always called active
Large T inhibition: SV40 large T antigen inhibitors, biochemical (AID 1903); SV40 large T antigen ATPase/helicase inhibition assay; higher % means a stronger effect; hit rate 0.39% among 310,000; inhibition, % at 20 µM, or IC50 in µM where a hit was titrated; in the data active = a potency from the dose series; note: strong numbers were not always called active
T cell modulator: modulators of CD8 T cell-vesicle binding, primary screen, mouse 2C CD8+ T cells, flow cytometry; 2C CD8+ T cell-vesicle binding; stronger effect = lower value; hit rate 0.068% among 330,000; calls only at 7 µM;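 active = response, share of CD8 T cells binding vesicles, and their 90th percentile fluorescence all below set limits, cut at about 80% in these data, passing the limit was not always enough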
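Incubation: binding step 1.5 h, 37 °C, antibody labelling 20 min, ice; system: murine 2C transgenic CD8+ T lymphocytes; technique: cytometric PE anti-B7-1 and Alexa647 anti-CD8 signals after 1% paraformaldehyde fixation; also added: QL9-charged Drosophila Ld/ICAM-1/B7-1 vesicles; control set: naked versus QL9-loaded vesicles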
T cell modulator vesicle-bound %: also measured in T cell modulator; calls as there; double positive events, %; measured here: CD8+ vesicle-bound cell fraction;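 binding gate set so that unloaded-vesicle control wells show 10% double positive cells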
NTR1 agonist cell count 20 µM: second read-out of NTR1 agonist, no call of its own (marks repeat the call); cell count; measured here: cell count, cytotoxicity flag
The depositor's hits bear a star; i = inactive; / = not tested or not shown; [ ] = another dose, or the depositor's remark.

SMILES	NS5 inhibitors	PhoP inhibition	Rac1 GTP hydrolysis	UTI89 phage lysis	NTR1 agonist	NTR1 agonist cell count 20 µM	West Nile virus CPE	RSV CPE inhibition	Large T inhibition	T cell modulator	T cell modulator vesicle-bound %
O=C(O)CCC(=O)Nc1ccc(NC(=O)c2ccc(Cl)cc2Cl)c(Cl)c1	0%	-8%	2%	-2.1%	-0.4	44	0.1%	-1.6%	6%	i	31
CC(=O)c1ccc(N2CCN(C(=O)COc3ccc(F)cc3)CC2)c(F)c1	-4%	4%	14%	0.6%	-0.7	50	-0.2%	-0.9%	3%	i	45
CCOc1cc(/C=C2/C(=O)N(c3ccccc3)N=C2C)ccc1OC(=O)c1ccco1	19%	18%	7%	0.3%	1.0	83	-0.3%	-0.1%	0%	i	28
c1ccc(CN2CCN(c3nc(-c4ccccn4)nc4ccccc34)CC2)cc1	-1%	9%	4%	2.3%	0.0	57	-1.8%	-0.1%	18%	i	22
COc1ccc(-c2nsc3c(N4CCN(S(=O)(=O)c5ccccc5F)CC4)ncnc23)cc1	-5%	-1%	-1%	0.5%	-0.4	43	0.6%	0.9%	-4%	i	43
COc1ccc(CC(=O)Nc2cccc3ccccc23)cc1OC	0%	-1%	12%	-0.3%	3.2	45	-0.4%	6.2%	11%	i	37
NC(=O)C1CCN(CC(=O)Nc2cccc(C(=O)Nc3cccc(C(F)(F)F)c3)c2)CC1	-3%	-12%	2%	1.2%	-0.5	95	-0.3%	0.3%	12%	i	63
COc1ccc(C(=O)COc2nc(C)cc(C)c2C#N)cc1	2%	33%	2%	0.2%	-0.8	92	-0.5%	3.9%	12%	i	40
COc1ccc(NC(=S)Nc2ccc3nccnc3c2)cc1	-5%	19%	19%	3.5%	/	/	-1.3%	1.7%	14%	i	41
O=S(=O)(/C=C/c1ccccc1)n1cnc2ccccc21	3%	-8%	15%	0.0%	-1.6	30	1.1%	-3.5%	10%	i	16
O=C(O)c1cc(NS(=O)(=O)c2ccc(N3CCCCC3)c([N+](=O)[O-])c2)cc(C(=O)O)c1	4%	-5%	1%	4.2%	1.4	50	-0.2%	1.2%	6%	i	40
COc1ccc(N2CCN(C(=O)c3cn(C)c(=O)c4c3c3ccccc3n4C)CC2)cc1	-6%	-2%	14%	-1.2%	5.3	62	1.4%	0.4%	18%	i	13
COc1cc(NC(=O)c2ccc3c(SCC(=O)O)c4c(nc3c2)CCC4)cc(OC)c1OC	0%	-6%	2%	-0.3%	7.0	61	0.3%	/	18%	i	27
C=CCNS(=O)(=O)c1cc(S(=O)(=O)NCC=C)c(OC)cc1OC	1%	-10%	4%	-0.6%	0.8	43	0.0%	-1.8%	-1%	i	61
CC(=O)Nc1ccc(C(=O)OCC(=O)Nc2ccc(N3CCOCC3)cc2)cc1	1%	-1%	7%	-0.3%	-1.5	65	0.2%	0.2%	3%	i	16
O=C(O)CSc1nc2ccccc2[nH]1	-2%	-11%	6%	0.4%	-2.5	102	-0.1%	1.2%	0%	i	38
O=C(NN=C1CCCC1)c1ccc(O)cc1	-1%	-1%	7%	0.0%	-0.9	54	-1.1%	1.1%	10%	i	44
COc1cccc(-n2c(=S)sc3c(=O)n(-c4ccccc4OC)c(=S)[nH]c32)c1	2%	-2%	19%	0.3%	0.7	51	0.4%	0.6%	7%	i	64
O=C(O)c1nccnc1C(=O)NCCc1c[nH]c2ccccc12	-3%	4%	6%	0.1%	2.2	64	-0.4%	0.7%	16%	i	17
COC(=O)c1ccc(CNC(=O)[C@@H]2CCCN2S(=O)(=O)c2ccccc2F)cc1	-3%	/	4%	0.5%[50 µM]	4.9	35	/	/	/	i	26
Cc1ccc(C(=O)N/C(=C/c2cccc([N+](=O)[O-])c2)C(=O)NC(C)C)cc1	-6%	-16%	-4%	1.2%	0.3	45	0.7%	4.0%	0%	i	44
CCOC(=O)c1cn(CC(=O)Nc2ccccc2C(=O)OCC)nn1	-7%	4%	3%	0.3%	1.8	77	-0.3%	4.5%	7%	i	7
c1ccc(-c2nc(-c3cccnc3)n[nH]2)cc1	/	-4%	/	/	-1.1	45	0.0%	0.6%	17%	i	56
CN1CCN(CC(=O)N2c3ccc(S(=O)(=O)NCCNC(=O)OC(C)(C)C)cc3C(=O)Nc3cccnc32)CC1	4%	/	17%	-0.2%	-0.1	91	0.0%	1.0%	10%	i	12
CC(=O)OCC(=O)[C@@]1(O)CC[C@H]2[C@@H]3CCC4=CC(=O)C=C[C@]4(C)[C@H]3[C@@H](O)C[C@@]21C	1%	-1%	4%	3.5%	-1.5	49	1.0%	-1.9%	7%	i	18

2 entries from above in a different format:
Below each compound – NS5 inhibitors	PhoP inhibition	Rac1 GTP hydrolysis	UTI89 phage lysis	NTR1 agonist	NTR1 agonist cell count 20 µM	West Nile virus CPE	RSV CPE inhibition	Large T inhibition	T cell modulator	T cell modulator vesicle-bound %
- O=C(NN=C1CCCC1)c1ccc(O)cc1
→ -1%	-1%	7%	0.0%	-0.9	54	-1.1%	1.1%	10%	i	44
- COc1cccc(-n2c(=S)sc3c(=O)n(-c4ccccc4OC)c(=S)[nH]c32)c1
→ 2%	-2%	19%	0.3%	0.7	51	0.4%	0.6%	7%	i	64

Additional entries
SMILES	NS5 inhibitors	PhoP inhibition	Rac1 GTP hydrolysis	UTI89 phage lysis	NTR1 agonist	NTR1 agonist cell count 20 µM	West Nile virus CPE	RSV CPE inhibition	Large T inhibition	T cell modulator	T cell modulator vesicle-bound %
Cc1ccccc1-n1cnnc1SCC(=O)N1CCN(c2ccccc2)CC1	10%	-5%	8%	1.6%	-0.7	46	-0.3%	0.9%	13%	i	28
O=C(NCc1cccs1)C1CCCN(S(=O)(=O)c2cccc3cccnc23)C1 (stereo not given)	-3%	0%	4%	-6.7%	-1.2	59	-0.9%	1.8%	-3%	i	65
Cc1ccc(N2CCN(C(=O)c3ccccc3NC(=O)C3CCCCC3C(=O)O)CC2)cc1 (stereo not given)	4%	10%	5%	3.8%	1.0	51	-1.1%	1.6%	6%	i	35
ClC1(CNc2ccccc2)CCN(Cc2ccccc2)CC1	11%	/	4%	-0.2%	0.0	50	/	/	13%	i	33
Cc1ccc(NC(=O)CSc2nnc([C@@H]3CCCN3C(=O)OC(C)(C)C)o2)c(C)c1	5%	-6%	2%	1.2%	0.6	68	-0.1%	1.1%	11%	i	41
Cc1cccc(-n2nnnc2SCC(=O)Nc2ccc(N3CCN(C)CC3)cc2)c1	-2%	-4%	9%	-0.2%	0.1	66	-0.3%	-3.4%	15%	i	8
O=C(O)c1ccc(N2C(=O)c3cccc4c(C(=O)O)ccc(c34)C2=O)cc1	/	-1%	/	/	/	/	-0.3%	0.1%	31%	i	51
COc1ccc(N(CC(=O)NC2CCCC2)C(=O)c2ccc(C)s2)cc1OC	0%	-2%	6%	0.1%	2.9	60	-1.0%	3.5%	3%	i	14
Cc1ccc(C)n1-c1nnc(N2CCC(C(=O)N3CCN(C)CC3)CC2)s1	1%	/	2%	4.7%	0.6	56	-0.3%	-0.5%	/	i	52
Cn1nnc2cc(NC(=O)N3CC4(C)CC3CC(C)(C)C4)ccc21 (stereo not given)	-4%	7%	0%	0.0%	0.2	57	-0.5%	0.9%	5%	i	17
O=[N+]([O-])c1ccc(CN2CCCCCC2)cc1	-1%	0%	-1%	-0.5%	-0.2	45	-0.6%	-0.4%	1%	i	39
Cc1csc(=O)n1CC(=O)OCC(=O)c1ccc(Br)cc1	1%	7%	3%	0.5%[50 µM]	-0.6	59	/	1.2%	8%	i	44
O=C(NC1CSCC1OC(=O)c1ccccc1)c1ccccc1 (stereo not given)	-4%	-7%	13%	1.2%[50 µM]	0.7	47	0.1%	-0.7%	26%	i	17
CCCc1c(C(=O)OCC)[nH]c2c1C(=O)CCC2	-4%	4%	4%	-3.4%	-4.9	53	-0.7%	1.5%	0%	i	58
S=C(NCC1CCCO1)N1CCN(Cc2ccccc2)CC1 (stereo not given)	4%	/	21%	0.0%	-1.0	60	-0.6%	1.5%	/	i	36
COC(=O)c1ccccc1NC(=O)N[C@@H](C)C(=O)OC	-1%	6%	4%	-0.3%	-1.1	53	-0.1%	-0.3%	0%	i	15
COc1ccc([N+](=O)[O-])cc1NCC(=O)Nc1cc(S(=O)(=O)N2CCCCC2)ccc1C	-4%	/	6%	0.1%[50 µM]	0.6	52	/	7.6%	/	i	28
COCCNC(=O)CSc1nnc(-c2ccccc2)c(-c2ccccc2)n1	-6%	-2%	5%	-0.5%	0.2	48	-1.1%	1.1%	17%	i	23
CC(C)(C)CC(=O)OCC(=O)Nc1cc(C(C)(C)C)nn1-c1ccccc1	2%	-9%	7%	i	-0.8	51	-0.5%	-0.6%	14%	i	27
CCCCc1ccc(-c2nc(N)n[nH]2)cc1	-1%	10%	4%	-0.1%	0.8	76	0.5%	4.0%	0%	i	17
CCN(CC)c1ccc(S(=O)(=O)N2CCOCC2)cc1NC(=O)CSc1cccc[n+]1[O-]	0%	2%	8%	1.5%	/	/	-0.1%	-0.2%	1%	i	35
O=C(CSc1nnnn1C1CCCC1)c1ccc2c(c1)OCCO2	-1%	15%	5%	-0.5%	2.3	52	-0.5%	2.6%	3%	i	22
COc1cccc(C(=O)COc2ccc3c(C)cc(=O)oc3c2)c1	3%	-27%	/	2.5%[50 µM]	-0.3	96	-0.3%	1.0%	5%	i	15
COc1cccc(-n2ccnc2SCC(=O)Nc2ccccc2F)c1	-11%	-6%	-2%	0.6%	-0.8	49	-2.0%	4.1%	-2%	i	34
CCC(c1nnc(SCC(=O)Nc2cccnc2Cl)n1-c1ccccc1)N(C)C (stereo not given)	-5%	7%	12%	0.3%	0.2	104	-0.3%	1.0%	3%	i	55
Cc1cc(OC(C)C(=O)Nc2ccncc2)ccc1Cl (stereo not given)	-1%	-5%	4%	0.1%	1.1	51	-1.4%	2.0%	7%	i	38
COc1ccc(N/C=C2\CCc3ccccc3C2=O)cc1	-33%	-8%	-5%	0.3%	1.3	26	-1.3%	13%	15%	i	2
COCCn1nnnc1C(C(C)C)N1CCSCC1 (stereo not given)	-9%	0%	3%	0.0%	-1.1	49	0.1%	4.2%	19%	i	48
C=CCn1c(SCC(=O)Nc2ccc(OC)cc2)nc2c([nH]c3ccccc32)c1=O	0%	-3%	8%	0.3%	2.7	41	0.1%	6.0%	9%	i	15

Five of the entries above in order of their number in RSV CPE inhibition, smallest number first.
smiles,RSV CPE inhibition
CCC(c1nnc(SCC(=O)Nc2cccnc2Cl)n1-c1ccccc1)N(C)C (stereo not given),1.0%
COCCNC(=O)CSc1nnc(-c2ccccc2)c(-c2ccccc2)n1,1.1%
Cc1ccc(N2CCN(C(=O)c3ccccc3NC(=O)C3CCCCC3C(=O)O)CC2)cc1 (stereo not given),1.6%
O=C(CSc1nnnn1C1CCCC1)c1ccc2c(c1)OCCO2,2.6%
COc1cccc(-n2ccnc2SCC(=O)Nc2ccccc2F)c1,4.1%
